Screening data from PubChem BioAssay.
Avidin bead fluor: avidin bead compound fluorescence profile. Avidin beads, compound fluorescence 488/530 nm, flow cytometry; stronger effect = higher value. fluorescence (KMESF) at 10 µM. 220,000 compounds, 0.38% hits. AID 1775; in the data active = fluorescence above about 47; note: inactives centre near 10
RGS4-Gao reg: modulates binding of RGS4 to human Galphao; 220,000 compounds, 0.33% hits; Multiplexed bead flow cytometry; actives lie on both sides; binding response (% of control), % at 10 µM; AID 1415; in the data active = binding response below about 49% or above about 150%; inactive = in between;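 note: fluorescent Galphao activated with aluminum fluoride binding bead-coupled RGS4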
RGS7-Gao: regulators of human RGS7-Galphao interaction | 220,000 compounds, 0.35% hits | Multiplexed bead flow cytometry, RGS7-Galphao binding; actives lie on both sides | binding response (% of control), % at 10 µM; in the data active = binding response below about 49% or above about 150%; inconclusive = no clear call, values can overlap the other calls; inactive = in between;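 note: fluorescent Galphao held in activated GDP-AlF4 state binding bead-coupled RGS7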
GSH fluor: compound fluoresces at 488/530 nm on GSH beads; 190,000 compounds, 0.25% hits; AID 1776; GSH beads flow cytometry, compound fluorescence 488/530 nm; stronger effect = higher value; fluorescence (KMESF) at 10 µM; in the data active = fluorescence above about 89;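 note: glutathione beads carrying GST-tagged Bcl family fusion proteins plus one bare bead set; values are compound well signal with DMSO vehicle wells as background; inactives centre near 16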
Bim-Bcl-2: inhibitors of Bim-Bcl-2 interaction, human; Bead-based flow cytometry, Bim peptide-Bcl-2 binding; P10415; inhibition, % at 10 µM; 190,000 compounds, 0.06% hits; AID 950; in the data active = inhibition above about 40%; inconclusive = no clear call, values can overlap the other calls;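 note: 0% = no compound wells with probe peptide and 100% = reference peptide inhibitor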
Target sequence (P10415 whole entry, looked up): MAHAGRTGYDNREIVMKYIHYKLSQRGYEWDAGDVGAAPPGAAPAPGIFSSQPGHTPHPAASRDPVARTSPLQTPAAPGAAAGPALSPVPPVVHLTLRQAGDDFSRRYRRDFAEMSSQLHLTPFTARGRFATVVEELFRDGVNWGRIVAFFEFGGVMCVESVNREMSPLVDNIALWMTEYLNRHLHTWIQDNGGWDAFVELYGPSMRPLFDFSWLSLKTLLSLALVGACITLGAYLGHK
Bcl-XL Bim block: inhibitors of Bim-Bcl-XL interaction, human | Bim peptide-Bcl-XL binding, bead flow cytometry, fluorescence | inhibition, % at 10 µM | 190,000 compounds, 0.04% hits | AID 1007
Bim-Bfl-1: disrupts Bim binding to human Bfl-1 | inhibition, % at 10 µM | Bead-based flow cytometry, Bim-Bfl-1 binding inhibition | 190,000 compounds, 0.12% hits | Q16548;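 note: 0% = wells without compound plus tracer and 100% = blocker peptide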
ABCB1 block: human ABCB1 inhibition, ABCG2 as counter-screen. CCRF-Adr cells, JC-1 efflux, flow cytometry. inhibition, % at 6.6 µM. 190,000 compounds, 0.067% hits. AID 1326; in the data active = inhibition above about 40%;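 note: 0% = vehicle and 100% = reference inhibitor; higher value means more JC-1 retained so stronger ABCB1 efflux block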
Bim-Bcl-W: human Bim-Bcl-W interaction inhibition; Q92843; AID 952; inhibition, % at 10 µM; bead-based flow cytometry, Bim peptide-Bcl-W binding; 190,000 compounds, 0.02% hits;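 note: 0% = bound tracer without compound and 100% = peptide blocker; higher means less fluorescent Bim peptide bound to Bcl-W beads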
ABCG2 block: human ABCG2 inhibition, ABCB1 as counter-screen; IgMXP3 cells, JC-1 efflux, flow cytometry; 190,000 compounds, 0.1% hits; inhibition, % at 6.6 µM; Q9UNQ0; AID 1325;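 active = inhibition above 80%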;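 note: 0% = DMSO and 100% = nicardipine control wells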
Target sequence (Q9UNQ0 whole entry, looked up): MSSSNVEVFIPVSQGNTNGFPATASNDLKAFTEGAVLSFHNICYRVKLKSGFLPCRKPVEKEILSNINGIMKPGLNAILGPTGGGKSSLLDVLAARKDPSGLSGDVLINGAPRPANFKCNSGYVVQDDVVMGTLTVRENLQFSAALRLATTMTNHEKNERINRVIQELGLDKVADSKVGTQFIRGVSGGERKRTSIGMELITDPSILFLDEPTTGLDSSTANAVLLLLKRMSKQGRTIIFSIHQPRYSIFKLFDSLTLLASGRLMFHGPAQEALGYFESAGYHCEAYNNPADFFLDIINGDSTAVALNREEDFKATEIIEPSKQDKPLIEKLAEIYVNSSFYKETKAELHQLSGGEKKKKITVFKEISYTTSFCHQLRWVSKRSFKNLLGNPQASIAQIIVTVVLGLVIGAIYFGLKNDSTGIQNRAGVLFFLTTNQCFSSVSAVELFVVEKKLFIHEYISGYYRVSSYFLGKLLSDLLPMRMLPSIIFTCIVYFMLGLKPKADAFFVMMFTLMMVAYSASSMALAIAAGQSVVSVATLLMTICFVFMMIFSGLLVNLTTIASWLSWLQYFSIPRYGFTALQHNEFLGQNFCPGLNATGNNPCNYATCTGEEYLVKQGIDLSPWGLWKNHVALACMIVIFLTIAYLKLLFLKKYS
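Test system: IgMXP3 (ABCG2) plus far-red-tagged CCRF-Adr (ABCB1) cells / Amount: 3 million cells/mL in well / Reagent: JC-1 transporter substrate / Timing: 10 min compound exposure, 25 °C / Signal: flow cytometry, 530 nm JC-1 signal / Read-out: percent efflux inhibition, scaled nicardipine 100% to DMSO 0% / Benchmarks: nicardipine as high control, DMSO as low control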
Bcl-B Bim block: disrupts Bim peptide binding to human Bcl-B; bead-based flow cytometry; 190,000 compounds, 0.073% hits; AID 951; inhibition, % at 10 µM;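 note: 0% = tracer peptide without compound and 100% = reference inhibitor peptide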
* hit, by the source's call; ? = inconclusive. Cut-off read from the data, not from the text of the source, unless noted: active = inhibition above about 40%. This is a random part of the collection; overall some 1.3% were active at least once.

The first 2 records as a preview:
compound,ABCB1 block,RGS7-Gao,ABCG2 block,Bim-Bcl-2,Bcl-XL Bim block,Bim-Bfl-1,Bcl-B Bim block,RGS4-Gao reg,Bim-Bcl-W,Avidin bead fluor,GSH fluor
Cc1ccccc1N1CCN(Cc2nc(Cc3ccccc3)no2)CC1,0.3,?,0.4,-4.0,-2.0,-6.0,-4.0,101.8,-4.0,9,13
COC(=O)CN(C)C(=O)CC1C(=O)NCCN1CC(C)(C)C (stereo unspecified),-0.6,99.9,-1.3,-4.0,-1.0,-6.0,0.0,99.2,-2.0,8,9

Results, from the start:
compound,ABCB1 block,RGS7-Gao,ABCG2 block,Bim-Bcl-2,Bcl-XL Bim block,Bim-Bfl-1,Bcl-B Bim block,RGS4-Gao reg,Bim-Bcl-W,Avidin bead fluor,GSH fluor
Cc1ccccc1N1CCN(Cc2nc(Cc3ccccc3)no2)CC1,0.3,?,0.4,-4.0,-2.0,-6.0,-4.0,101.8,-4.0,9,13
COC(=O)CN(C)C(=O)CC1C(=O)NCCN1CC(C)(C)C (stereo unspecified),-0.6,99.9,-1.3,-4.0,-1.0,-6.0,0.0,99.2,-2.0,8,9
Cc1ccc(-c2csc(/C(C#N)=C/Nc3ccc4c(c3)OCCO4)n2)cc1,-0.4,102.6,-2.8,-6.0,-9.0,-12.0,-11.0,102.8,-5.0,16,17
Cc1nn(C)cc1C1C2=C(CC(C)(C)CC2=O)N(c2ccccc2)C2=C1C(=O)CC(C)(C)C2,-1.1,98.4,4.3,-9.0,-9.0,-17.0,-9.0,99.7,0.0,12,35
O=C(c1ccc(COc2ccc3ccccc3c2)o1)N1N=C(C(F)F)CC1(O)C(F)F (stereo unspecified),-0.7,98.5,23.5,-11.0,-11.0,-21.0,-11.0,100.5,-2.0,12,37
Cc1ccn2cc(-c3cc4ccccc4oc3=O)nc2c1,0.8,103.0,6.7,1.0,0.0,-1.0,0.0,102.2,1.0,13,19
O=C(CNC(=O)c1ccc2c(c1)OCCO2)N/N=C/c1ccc(O)cc1O,-0.4,93.4,-4.8,-4.0,-5.0,-10.0,-7.0,91.7,-6.0,10,12
Cc1ccc(/C=c2\sc3n(c2=O)CN(c2cccc(Br)c2)CN=3)o1,0.3,99.8,3.1,-4.0,-5.0,14.0,-2.0,101.4,-5.0,9,32
COc1ccc(S(=O)(=O)Nc2nnc(Cc3ccc(OC)c(OC)c3)s2)cc1,0.0,97.2,0.0,-1.0,-1.0,8.0,-9.0,97.8,0.0,6,21
CC(=O)c1cccc(NC(=O)Nc2cnn(Cc3ccc(Cl)cc3Cl)c2)c1,0.6,100.3,2.6,-4.0,0.0,-1.0,-1.0,98.7,-1.0,14,7
CCN(C(=O)c1cn(C)c(=O)c2cc(OC)c(OC)cc12)c1cc(OC)ccc1OC,0.0,97.8,-0.3,-2.0,0.0,1.0,-3.0,99.4,0.0,15,24
COC(=O)CSc1nc(N2CCOCC2)c2c(c1C#N)CC(C)(C)N(C)C2,0.6,103.2,2.3,1.0,-1.0,2.0,0.0,103.0,-2.0,38,12
CCOC(=O)CNC(=O)c1cc(OC)cc(OC)c1,0.1,92.8,2.3,0.0,-3.0,-3.0,-6.0,98.6,-1.0,9,26
CC(C)NC(=O)Cn1c(SCC(=O)c2ccc(F)cc2)nc2ccccc21,1.0,100.1,2.5,6.0,0.0,3.0,0.0,99.2,1.0,5,14
CCOC(=O)N1CCC(NC(=O)CCC(=O)N2CC(C)Oc3ccccc32)CC1 (stereo unspecified),0.6,99.5,8.8,-8.0,-2.0,-17.0,-5.0,102.2,1.0,25,23
CN(Cc1cccs1)C(=O)CSc1nc(N)cc(N)n1,0.7,?,2.1,-2.0,-2.0,-7.0,-4.0,95.5,-3.0,11,11
COc1ccc(-n2c(N)c(Br)c(=O)[nH]c2=O)cc1,0.0,97.2,0.1,-1.0,-1.0,1.0,0.0,91.7,0.0,21,19
COc1ccc(N2C(=O)CC(SC(C)C)C2=O)cc1 (stereo unspecified),0.7,98.3,3.8,-3.0,-8.0,-4.0,-7.0,100.8,-4.0,3,10
N#Cc1ccc(-c2ccc3c(c2)OCO3)nc1SCC(=O)OCc1ccccc1,0.1,103.7,2.7,-12.0,0.0,-17.0,-6.0,110.3,-1.0,38,25
CCOC(=O)c1ccc(NC(=O)N2CCOCC2)cc1,0.8,99.4,3.2,0.0,-2.0,-4.0,-1.0,99.7,0.0,5,11
CCS(=O)(=O)Nc1ccc(C2=NN(C(=O)c3ccco3)C(c3ccc(C)cc3)C2)cc1 (stereo unspecified),-0.4,98.9,-0.7,-3.0,0.0,-1.0,-1.0,99.2,0.0,7,19
CC(NCc1ccc2c(c1)OCO2)C(=O)NC1CCCc2ccccc21 (stereo unspecified),0.4,100.0,0.6,-6.0,-4.0,-10.0,-5.0,99.9,-4.0,11,83
O=C(Nc1ccccn1)N1CCOCC1,-0.1,103.8,-2.2,3.0,5.0,-2.0,2.0,107.2,3.0,21,21
CCN(CC)CCNC(=O)c1cc2ccccc2nc1Cl,0.7,101.3,1.9,-2.0,0.0,-6.0,-1.0,99.1,-1.0,9,18
CCc1cc2c(SCC(=O)N3CC(=O)Nc4ccccc43)ncnc2s1,4.7,101.2,7.7,-2.0,-7.0,-1.0,-7.0,100.2,-4.0,4,10
S=c1[nH]nc(-c2ccncc2)n1/N=C/C=C/c1ccco1,-1.4,106.0,-2.6,-3.0,2.0,7.0,-23.0,98.9,4.0,10,9
O=Cc1ccc(N2CCCC2)c(F)c1,0.5,100.2,2.6,-7.0,-7.0,-12.0,-7.0,98.2,2.0,8,47
Cc1cc(C)cc(N(CCC#N)C(=O)CSc2nc3nc(C)cc(C)n3n2)c1,0.7,98.2,10.1,1.0,5.0,4.0,2.0,96.5,4.0,6,29
COc1cc(NC(=O)c2cc3nc(-c4ccccc4)cc(-c4ccccc4)n3n2)cc(OC)c1OC,3.4,98.2,2.0,0.0,1.0,0.0,2.0,96.4,1.0,13,59
CC(NC(=O)c1ccc(N(C)C)cc1)c1ccc(F)cc1 (stereo unspecified),0.3,98.5,3.0,-1.0,-2.0,-4.0,0.0,96.9,0.0,8,13
CCOc1ccc(C(=O)CSc2nnc(C3CC3)n2C)cc1,0.7,96.4,4.0,-7.0,-5.0,-1.0,-11.0,97.3,-5.0,25,18
CN1CCN(c2ccc(S(=O)(=O)N3CCCCC3)cc2NC(=O)Cc2ccccc2F)CC1,2.9,100.8,2.3,0.0,-5.0,-2.0,-4.0,101.9,-2.0,15,4
COc1ccc(NC(=O)c2cc(C(C)C)on2)cc1OC,0.5,98.4,13.0,0.0,-3.0,-3.0,-1.0,99.2,-1.0,9,26
O=C(NCC1CCCO1)C1c2ccccc2C(=O)N1C1CCCCCCC1 (stereo unspecified),0.4,96.4,2.0,-3.0,0.0,-12.0,-2.0,94.5,0.0,26,22
O=C1c2ccccc2C(=O)N1CSc1ncccn1,0.0,100.5,0.6,-6.0,-4.0,-12.0,-9.0,100.3,0.0,15,36
O=C(NCC(F)(F)F)N1CCOCC1,0.3,100.1,2.1,-7.0,-12.0,-10.0,-5.0,102.0,1.0,5,49
C=C(c1ccc(OCCO)cc1)c1ccc(OCCO)cc1,0.4,99.9,1.9,-2.0,-7.0,-4.0,-3.0,100.2,-5.0,10,12
CS(=O)(=O)N1CCN(c2ccc([N+](=O)[O-])cc2F)CC1,0.8,97.4,2.6,1.0,0.0,-1.0,-6.0,101.0,0.0,10,14
Cc1noc(NS(=O)(=O)c2ccc(NC(=O)C34CC5CC(C3)CC(n3cnc(Br)n3)(C5)C4)cc2)c1C,0.6,90.6,7.7,-10.0,-5.0,-14.0,-6.0,92.0,-3.0,16,17
CC1(C)CC(NC(=O)CSc2ccccc2)CC(C)(C)N1,-0.2,?,-1.0,-3.0,-6.0,-5.0,-12.0,106.0,-4.0,10,18
Cn1nccc1CNC(=O)c1c(Cl)cnn1C,0.7,100.3,3.9,1.0,-2.0,0.0,-4.0,100.8,0.0,4,10
CC1(C(=O)N(c2ccccc2)C(C(=O)NC2CCCC2)c2ccccn2)CC(=O)N=C2C=CC=CN21 (stereo unspecified),0.2,97.7,1.1,-2.0,-2.0,-1.0,-4.0,100.0,-2.0,36,10
O=C(COC(=O)c1ccccc1NC(=O)c1ccco1)NCCC1=CCCCC1,1.4,99.6,8.9,-15.0,-4.0,-13.0,-6.0,104.0,2.0,10,9
CSc1nsc(SCC(=O)Nc2ccccn2)n1,0.4,99.8,1.3,-5.0,-24.0,-11.0,-5.0,106.5,4.0,5,58
O=C(c1cc2ccccc2oc1=O)N(Cc1cccs1)CC1CCCO1 (stereo unspecified),0.5,97.9,1.3,-2.0,0.0,-3.0,-3.0,98.1,-1.0,11,13
CCCn1nnc(NC(=O)C(C)Oc2ccc(Cl)cc2Cl)n1 (stereo unspecified),0.0,101.1,0.1,-2.0,-3.0,-1.0,-2.0,102.0,-2.0,7,20
CCOC(=O)c1c(NC(=O)CSc2nnc(CN3CCOCC3)n2C)sc2c1CCCC2,2.5,105.2,7.1,-6.0,-2.0,-2.0,-3.0,99.0,-3.0,11,6
O=C(Cn1nnc(-c2ccccc2F)n1)Nc1cccc2ncccc12,0.0,100.6,0.4,-4.0,-3.0,0.0,0.0,101.9,-6.0,33,21
CCOc1cc(C(=O)N(C)c2ccccc2)cc(OCC)c1OCC,0.0,98.9,0.0,0.0,0.0,-9.0,-2.0,100.5,-1.0,22,9
O=C(c1ccc2snnc2c1)N1CCCCC1,0.2,104.2,0.5,4.0,-3.0,-6.0,-6.0,102.4,-4.0,22,16
Cc1coc2c(O)cc3c(c12)OC1(N2CCCCC2)C(=O)NCCCC31 (stereo unspecified),-0.1,91.1,3.8,9.0,2.0,34.0,-2.0,94.7,7.0,10,18
CCN(CC)S(=O)(=O)c1ccc(Cl)c(NC(=O)c2ccccc2C)c1,0.1,99.4,1.5,-2.0,0.0,-1.0,0.0,99.7,-4.0,15,11
O=C(CCn1cccc1)Nc1ccccc1F,-0.6,99.6,7.0,-9.0,-6.0,-11.0,-4.0,99.4,2.0,7,13
O=C(c1cc([N+](=O)[O-])cc([N+](=O)[O-])c1)N(c1ccccn1)c1ccccn1,0.1,104.3,0.1,-8.0,-10.0,-2.0,-7.0,100.8,-5.0,11,12
Cc1ccc(/C=N/NC(=O)CSCc2ccc(Cl)cc2)cc1,-1.2,103.2,6.2,-6.0,-6.0,-16.0,-13.0,100.9,0.0,19,35
CCn1nnnc1SCC(=O)Nc1ccc(OC)cc1,-0.5,111.3,-1.6,-3.0,-8.0,-2.0,-7.0,105.7,-6.0,7,15
C=CCn1cc([N+](=O)[O-])nc1C,0.1,100.7,-1.2,0.0,-2.0,-1.0,-5.0,99.2,-3.0,4,5
